Assay outcomes deposited in PubChem by several laboratories.
NadD block: inhibitors of Staphylococcus aureus NadD | purified NadD enzyme, colorimetric absorbance read-out | inhibition, % at 20 µM | actives 0.78% (n = 360,000) | AID 602399; in the data active means inhibition above about 26%; further: some compounds past the cut are filed as inactive
Rpn11 block: blocks the human proteasome subunit Rpn11. O00487. human 26S proteasome, Ub4-pepOG fluorescence polarization; 20S core pre-blocked with epoxomicin. calls only at 20 µM. actives 0.59% (n = 360,000). AID 588493;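 active means inhibition at 20 µM, scaled to each plate's controls, above about 33%, limit read from the data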
DNMT1 block: inhibitors of human DNMT1; AID 588458; actives 0.83% (n = 360,000); inhibition (reported as % activation of signal), % at 10 µM; P26358; DNMT1 molecular beacon, Hinp1I cleavage, fluorescence; in the data active means inhibition above about 50%
Target sequence (P26358 504-1616 limits assumed): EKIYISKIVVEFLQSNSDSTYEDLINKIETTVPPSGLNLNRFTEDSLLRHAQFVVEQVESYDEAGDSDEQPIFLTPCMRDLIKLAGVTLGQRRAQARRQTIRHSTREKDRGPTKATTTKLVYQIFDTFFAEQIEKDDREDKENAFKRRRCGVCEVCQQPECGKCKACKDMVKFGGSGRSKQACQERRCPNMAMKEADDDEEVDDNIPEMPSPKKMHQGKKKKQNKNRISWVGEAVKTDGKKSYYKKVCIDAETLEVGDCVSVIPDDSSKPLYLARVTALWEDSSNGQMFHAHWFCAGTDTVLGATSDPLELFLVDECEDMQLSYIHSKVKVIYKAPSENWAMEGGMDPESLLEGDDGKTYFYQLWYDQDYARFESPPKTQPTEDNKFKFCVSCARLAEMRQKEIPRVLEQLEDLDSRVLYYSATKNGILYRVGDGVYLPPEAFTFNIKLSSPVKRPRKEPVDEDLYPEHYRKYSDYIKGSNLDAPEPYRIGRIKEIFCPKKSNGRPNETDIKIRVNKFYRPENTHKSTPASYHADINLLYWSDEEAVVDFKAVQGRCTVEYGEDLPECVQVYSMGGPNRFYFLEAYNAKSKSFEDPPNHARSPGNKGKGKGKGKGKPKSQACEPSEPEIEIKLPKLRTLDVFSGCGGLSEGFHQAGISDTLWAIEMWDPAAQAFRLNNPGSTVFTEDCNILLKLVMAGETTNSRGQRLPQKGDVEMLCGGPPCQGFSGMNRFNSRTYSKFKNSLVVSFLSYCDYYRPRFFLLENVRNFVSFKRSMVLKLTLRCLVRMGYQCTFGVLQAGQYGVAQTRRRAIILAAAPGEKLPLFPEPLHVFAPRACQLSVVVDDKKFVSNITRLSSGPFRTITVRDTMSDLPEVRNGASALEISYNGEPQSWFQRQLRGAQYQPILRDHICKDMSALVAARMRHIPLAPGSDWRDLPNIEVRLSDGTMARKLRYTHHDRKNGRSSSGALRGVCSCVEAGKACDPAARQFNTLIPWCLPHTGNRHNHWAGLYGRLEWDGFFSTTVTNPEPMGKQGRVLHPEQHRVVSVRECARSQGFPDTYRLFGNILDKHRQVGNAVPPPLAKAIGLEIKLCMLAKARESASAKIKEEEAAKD
MsrA inhibitor: inhibits bovine methionine sulfoxide reductase A; purified bovine MsrA, absorbance read-out; inhibition, % at 15.5 µM; actives 0.75% (n = 360,000); in the data active means inhibition above about 4.5%;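 further: 0% = vehicle wells with enzyme and 100% = reference inhibitor wells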
SUMO1-SIM PPI: alters human SUMO1 binding to SIM partners; SUMO1 binding to a labelled peptide, TR-FRET, 1 h; inhibition, % at 20 µM; actives 0.33% (n = 360,000); AID 602429; in the data active means inhibition above about 37%
LMPTP inh: blocks human LMPTP phosphatase; P24666; actives 0.22% (n = 360,000); recombinant LMPTP-A, OMFP fluorogenic substrate, fluorescence intensity; inhibition, % at 20 µM;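 active means compounds that cut the enzyme signal by at least half of the control window in the single-dose screen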;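 further: plate controls were DMSO wells with enzyme plus substrate for no effect and substrate without enzyme for full effect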
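Test system: LMPTP-A phosphatase enzyme. Amount: LMPTP-A at 0.625 nM final in the reaction. Reagent: OMFP substrate, 400 µM final. Times: 50 min at room temperature. Signal: endpoint fluorescence intensity from OMFP dephosphorylation. Read-out basis: % inhibition. Benchmarks: no-enzyme and uninhibited controls.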
Tb MetRS inh: blocks T. brucei methionyl-tRNA synthetase activity. purified T. brucei MetRS, ATP depletion, Kinase-Glo luminescence. inhibition, % at 11.9 µM. actives 0.4% (n = 360,000). AID 624268;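 active means inhibition above a per-plate cutoff of the control wells' mean inhibition plus 3 SD, cut at about 5.5% in these data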;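 further: 0% = DMSO wells median and 100% = median of wells with control inhibitor compound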
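Test system: purified T. brucei MetRS enzyme. Also added: ATP, methionine and E. coli bulk tRNA substrates. Compound: 11.9 µM single point. Schedule: 15 min enzyme-compound preincubation, 2 h reaction, 10 min detection, 25 °C. Signal: luciferase luminescence of residual ATP, Kinase-Glo. Evaluation: percent inhibition versus plate control medians. Controls: DMSO wells, low control.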
STEP block: inhibitors of human striatal-enriched phosphatase STEP | recombinant STEP, OMFP fluorogenic substrate, fluorescence | inhibition, % at 20 µM | actives 0.25% (n = 360,000) | AID 588621;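 active means inhibition at 20 µM, scaled per plate between control wells, above about 37%, limit read from the data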;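 further: 0% = DMSO with enzyme and substrate and 100% = substrate only without enzyme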
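medium = Bis-Tris buffer pH 6.0, 2.5 mM DTT, 0.005% Tween 20 | test system = STEP (striatal-enriched tyrosine phosphatase) enzyme, cell-free | measure = normalized % inhibition | compound dosing = 20 µM, 1% DMSO | also added = 25 µM OMFP | schedule = reaction 20 min, ambient temperature | measured by = fluorescence read at 480 nm ex / 540 nm em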
Scp-1 inhibitor: blocks human Scp-1 phosphatase activity. actives 0.88% (n = 340,000). Recombinant Scp1, phosphopeptide, malachite green phosphate absorbance. Q9GZU7. inhibition, % at 20 µM;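 active means inhibition above about 50% at 20 µM, limit read from the data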;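 further: plate controls were DMSO wells with enzyme for no effect and wells lacking enzyme for full effect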
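Material – SCP-1 phosphatase catalytic domain, residues 76-261 · Buffer or medium – Acidic Tris acetate buffer with magnesium and detergent · Also added – Phospho 17-mer peptide substrate · Compound – single 20 µM dose, 1% DMSO · Times – 45 min room-temperature reaction, 5 min colour, 30 min stabiliser · Technique – Phosphate-binding colour reagent, absorbance read at 630 nm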
CSN deneddyl inh: inhibitors of human CSN-mediated cullin deneddylation; Q92905; Purified CSN, SCF-Nedd8-OG deneddylation, fluorescence polarization; inhibition, % at 12.5 µM; actives 0.38% (n = 360,000); AID 651999;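 active means pattern-corrected inhibition above about 35%, with an unprinted fluorescence ratio check between 0.5 and 1.5, limit read from the data, passing the limit was not always enough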;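 further: 0% = enzyme with substrate and 100% = substrate without enzyme; some results filed as inactive read as strong as hits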
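Assay system: Purified human Csn5 enzyme expressed in HEK293T cells | Amount: Enzyme 0.24 nM | Measured by: Fluorescence polarization readout | Medium: Tris/NaCl/DTT buffer, pH 7.5 | Compound dosing: One concentration, 12.5 µM, 0.25% DMSO | Times: 90 min incubation of compound, enzyme and substrate at room temperature | Control set: no-enzyme wells high, enzyme-with-substrate wells low | Read-out: % inhibition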
Active calls of the source: *; i = inactive; · = no result given.

SMILES	NadD block	Rpn11 block	DNMT1 block	MsrA inhibitor	SUMO1-SIM PPI	LMPTP inh	Tb MetRS inh	STEP block	Scp-1 inhibitor	CSN deneddyl inh
Cc1cc2oc(C(=O)N3CCN(CCc4ccccn4)CC3)c(C)c2cc1C	-15	i	1	2.1	-3	1.8	0.2	0	-7	-3
O=C(/C=C/c1ccccc1Cl)NCCc1ccc(F)cc1	-11	i	-4	-0.2	-3	-0.5	0.0	2	0	-6
COc1ccc(/C(C)=N/NC(=O)c2nnn(-c3nonc3N)c2-c2cccs2)cc1	5	i	1	0.4	-4	-0.6	-0.4	-5	-8	-1
O=C(O)COc1ccc(Br)cc1/C=N\Nc1ccccn1	5	i	-2	·	-3	0.2	0.0	0	0	1
O=c1cc(CSc2ccc(Cl)cc2)nc(-c2ccccc2)[nH]1	-5	i	0	-0.3	0	-1.3	-0.8	-1	-2	-14
CC(=O)c1ccc(NS(=O)(=O)c2ccc(N)cc2)cc1	-7	i	-3	1.5	1	1.2	-1.4	0	-1	9
CC1CN(Cc2c(O)ccc3c(=O)c(-c4ccccc4)coc23)CC(C)O1 (configuration not stated)	2	i	5	2.6	3	0.6	-1.6	4	-1	0
O=C(Nc1nnc(C2CC2)s1)c1cc(S(=O)(=O)N2CCCCC2)ccc1N1CCOCC1	4	i	0	-0.8	2	0.4	-0.6	4	-3	1
CCn1c(SCc2nnc(-c3ccccc3)o2)nnc1-c1ccc(S(=O)(=O)N2CCCC2)cc1	5	i	-2	-0.4	-1	0.1	-0.6	2	-7	1
FC(F)(F)c1ccc(Oc2ccc(Cl)cc2Br)nc1	-5	i	3	-1.3	-1	-0.2	-0.2	-4	-9	-3
CC(=O)NCCn1ccc2ccccc21	1	i	1	0.4	-4	-0.3	-1.0	0	0	0
COc1ccc(-c2nc(-c3ccccc3)c(-c3cc([N+](=O)[O-])ccc3C)[nH]2)cc1O	14	i	-12	0.8	5	4.5	0.2	4	-2	2
O=C(Nc1ccccc1C(=O)NCc1cccnc1)c1ccc(Cl)cc1Cl	7	i	1	0.5	2	-1.6	0.1	-2	-2	1
CC1=C(C(=O)N2CCCCC2)C2(CCC(C)CC2)OC1=O (configuration not stated)	-4	i	5	0.1	4	-2.1	-0.8	-5	-12	0
C=CCNC(=S)Nc1ccc(C)c(S(=O)(=O)N2CCCCC2)c1	-5	i	1	1.1	12	0.3	-0.2	1	-12	-1
CN(C)CCCNC(=O)CCc1ncc(C(F)(F)F)cc1Cl	-3	i	6	0.5	2	0.8	-0.2	-1	-1	-14
COCC(C)NC(=O)Cc1ccc(F)cc1 (configuration not stated)	-6	i	27	0.1	0	-2.0	0.7	0	-11	-1
O=C(Nc1nnc(-c2ccc(F)cc2)o1)c1ccc(S(=O)(=O)N2CCOCC2)cc1	10	i	0	·	13	0.2	-0.6	8	-12	-1
Cc1ccc(S(=O)(=O)n2c([N+](=O)[O-])cnc2C)cc1C	2	i	4	2.1	-1	0.9	-3.1	-6	4	-4
O=C(CCNC(=O)c1ccc(Br)cc1)NNC(=O)COc1ccccc1F	-5	i	-1	-0.2	-4	-2.7	0.0	-1	-8	0
COc1ccc(NC(=O)C(C)N(C)Cc2ccc3ccccc3c2)cc1 (configuration not stated)	-7	i	-1	0.2	-6	0.6	-0.8	1	-3	7
CCN(CC(=O)NCc1ccc(F)cc1)C(=O)Cc1c(F)cccc1Cl	-7	i	1	0.8	5	-0.1	-0.7	0	-5	-1
CC(C)c1c(C(=O)N/N=C/c2ccccc2C(=O)O)nnn1-c1nonc1N	-2	i	-1	0.4	2	-1.9	0.5	-1	4	4
CCOc1ccc2nc(NC(=O)COC)sc2c1	5	i	1	1.2	-1	-0.8	-0.9	-5	-4	2
C=C1CC2C(=O)N(Cc3ccccc3)C(C(=O)OCC)(C(=O)OCC)C1N2C(=O)OC(C)(C)C (configuration not stated)	-12	i	2	-0.5	-3	0.2	-0.5	0	-11	5
CCOC(=O)C(C)Oc1ccc(C2NC(=O)NC(C)=C2C(C)=O)cc1Br (configuration not stated)	-2	i	-4	-0.7	1	-0.9	-0.5	-2	-1	2
COC(=O)c1cnc(SCc2ccc([N+](=O)[O-])cc2)n1C	-2	i	2	0.4	-25	-0.5	0.1	2	1	2
CCCc1nnc(-c2ccc(OC)cc2)o1	2	i	-2	0.4	1	-1.6	0.9	-2	-7	-13
Cc1nc(N2C(=O)C(=O)/C(=C(/O)c3ccccc3)C2c2ccco2)sc1C (configuration not stated)	12	i	9	2.4	-1	0.8	0.4	-1	21	4
C=CCn1cc(CN2CCC(C(=O)Nc3cccc(-c4cccc(Cl)c4)c3)CC2)c(C)n1	-1	i	-6	0.8	-22	1.0	-0.6	1	3	0
CCOC(=O)N1CCN(C(=O)CCn2nc(-c3ccccc3)ccc2=O)CC1	-4	i	0	-1.0	-3	-1.1	0.8	-7	-3	-3
COc1cc(C(=O)NCC(=O)N/N=C/c2ccc(-c3ccc([N+](=O)[O-])cc3)o2)cc(OC)c1OC	-2	·	-3	2.0	-21	2.1	-0.6	3	-2	1
CCOc1ccc(C2C(C(=O)O)CCC(=O)N2C2CCCCC2)cc1 (configuration not stated)	4	i	-1	-0.2	0	-1.5	-0.7	-3	-3	-4
CCOC(=O)CCn1c2nc(C)cc(C)c2c(=O)n1-c1ccccc1	5	i	-2	0.9	0	0.2	-0.3	-4	0	2
CCC(C)NC(=O)c1cc(-c2ccc3c(c2)OCO3)on1 (configuration not stated)	-5	i	-1	0.9	-3	0.6	0.3	2	-12	-1
c1cc(-c2ccc3[nH]ccc3c2)n2ccnc2c1	-5	i	-5	-0.1	-14	5.7	0.0	0	·	1
Nc1ccc(Br)c2cccnc12	12	i	38	1.6	19	5.3	1.7	-2	2	17
COc1ccc(NC(=O)C2CCN(S(=O)(=O)c3cccc4nonc34)CC2)cc1	-6	i	1	0.0	-15	-0.3	-0.2	4	-5	-3
Cc1ccc(NC(=S)NC(=O)c2ccc(F)cc2)cc1S(=O)(=O)Nc1cccc(Cl)c1	3	i	-6	1.5	4	2.7	-0.8	-2	-8	-4
Cc1cc(C)cc(C(=O)Nc2ccc(N3CCCC3)cc2)c1	24	i	43	1.5	0	2.6	-0.2	-1	-1	16
COC(=O)C1=CN(Cc2cccs2)C=C(C(=O)OC)C1c1ccc(OC)cc1OC	-2	i	-4	0.5	-8	0.6	-0.2	2	-10	-1
O=C(c1ccc(C#CC2(O)CCCCC2)cc1)N1CCN(C(c2ccccc2)c2ccccc2)CC1	24	i	-6	1.1	-5	4.9	-0.1	6	12	-1
Fc1ccccc1-c1nc(N2CCCCC2)c2ccccc2n1	-2	i	-3	0.3	-2	24	0.6	-2	-4	-3
O=C(Nc1ccc2c(c1)OCCO2)C1CCN(c2ncccn2)CC1	-1	i	2	0.4	0	0.1	-0.1	0	7	-11
Cc1ccc(NC(=O)c2cccc(S(=O)(=O)N3CCN(c4ccc(F)cc4)CC3)c2)nc1	-3	i	-2	0.1	5	2.7	-0.5	-1	-7	4
CC(=O)c1ccc(NS(=O)(=O)c2cccc(C(=O)Nc3ccccc3C(=O)O)c2)cc1	-9	i	1	1.6	15	-0.1	0.1	-1	-6	9
COc1cc2c(cc1NC(=O)c1cccc(S(=O)(=O)N(C)C)c1)oc1ccccc12	0	i	-8	3.5	-2	2.4	-0.8	-1	-10	-2
CCC1(C)Cc2ccccc2-c2[nH][nH]c(=O)c21 (configuration not stated)	-6	i	0	0.2	-2	2.4	-1.1	0	5	-3
O=C(c1ccc(S(=O)(=O)N2CCOCC2)cc1)N(c1ccc(F)cc1)C1C=CS(=O)(=O)C1 (configuration not stated)	0	i	0	0.3	5	-1.3	-0.3	-4	-8	1
Cc1c(NC(=O)c2cc(-c3ccc(Cl)s3)nc3ccccc23)c(=O)n(-c2ccccc2)n1C	16	i	-3	0.7	-12	0.9	-1.5	3	6	-1
CC(=O)c1coc2ccc(OCC(=O)O)cc12	5	i	8	-0.3	3	-1.0	0.1	13	7	0
Cc1ccc(-c2cccc([C@H]3[C@@H]4C=CC[C@@H](C)[C@@H]4C(=O)N3Cc3ccccc3)c2)cc1	0	i	8	-1.1	5	5.6	0.0	3	-4	0
O=C(c1cnccn1)N1CCN(C/C=C/c2ccccc2)CC1	0	i	-3	-0.2	0	-0.2	0.5	-1	1	0
O=C1CC(N2CCCc3ccccc32)C(=O)N1c1ccccc1 (configuration not stated)	3	i	-9	0.6	3	0.2	0.0	0	-10	5
CC(=O)N1[C@H](Cc2ccccc2)C=C[C@]1(C)C(=O)NCc1ccc(C)o1	-6	i	1	·	4	-2.1	0.1	-3	-4	3
NC(=O)c1ccsc1NC(=O)C1CC1	2	i	4	-1.2	-2	-1.1	-0.2	-2	0	-3
CN1CCc2c(n(CC(O)CN3CCN(CCO)CC3)c3ccccc23)C1=O (configuration not stated)	2	i	-5	0.3	-6	-2.0	0.0	-2	-6	7
O=C(Cc1cccs1)NC(Cc1c[nH]c2ccccc12)C(=O)O (configuration not stated)	-1	i	4	-0.9	1	0.2	-0.1	0	-6	-3
O=C(c1cc2c(c(-c3cccc(-c4ccncc4)c3)n1)[C@H](CCO)N(C(=O)c1ccc3c(c1)OCO3)C2)N1CCOCC1	-1	·	·	1.3	2	0.1	0.5	·	·	-2
Cc1ccccc1C(=O)Nc1ccnn1C1CCN(C(=O)c2ccoc2)CC1	-2	i	1	-0.6	-5	-0.3	-0.3	1	-13	2
COCC(=O)N1CCC(Oc2ccc(C(=O)N(C)CCCC3CCCC3)cc2)CC1	7	i	3	-0.5	4	-1.1	-0.5	-2	-5	-1
